Bioassay records deposited in PubChem BioAssay by several laboratories.
TLR9-MyD88 block – TLR9-MyD88 interaction inhibition. Q9NR96+Q99836. CHO BLA complementation TLR9-MyD88, CCF4 FRET ratio. inhibition, % at 4.98 µM. 340,000 compounds, 0.21% hits. AID 504734;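 active = inhibition above the mean over all tested compounds plus 3 SD, cut at about 21% in these data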;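 also: 0% = DMSO only wells and 100% = clavulanate BLA inhibitor control wells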
MC4R barr agon – activates human MC4R beta-arrestin recruitment; P32245; U2OS MC4R beta-arrestin complementation, luminescence; percent of melanotan II response, DMSO zero; activation, % at 8.9 µM; 360,000 compounds, 0.98% hits;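 active = activation above a per-plate cutoff, the mean activation of sample wells on that plate plus 3 SD, cut at about 8% in these data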
Target sequence (P32245 whole entry, looked up): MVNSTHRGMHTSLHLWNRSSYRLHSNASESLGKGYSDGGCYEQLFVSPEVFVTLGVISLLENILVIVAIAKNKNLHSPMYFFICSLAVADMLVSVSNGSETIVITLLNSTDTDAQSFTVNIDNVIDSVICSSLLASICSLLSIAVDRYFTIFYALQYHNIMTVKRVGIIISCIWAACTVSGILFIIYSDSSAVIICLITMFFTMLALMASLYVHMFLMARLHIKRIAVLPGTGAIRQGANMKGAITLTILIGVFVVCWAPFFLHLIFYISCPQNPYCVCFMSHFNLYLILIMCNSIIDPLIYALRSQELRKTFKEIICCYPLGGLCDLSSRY
COUP-TFII inh – blocks human COUP-TFII nuclear receptor; P24468; HEK293T NGFI-A luciferase reporter, luminescence; inhibition, % at 8.6 µM; 370,000 compounds, 0.7% hits; AID 686940;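 active = inhibition above a per-plate cutoff, mean inhibition of test wells between control levels plus 3 SD, cut at about 38% in these data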;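 also: cells cotransfected with COUP-TFII expression vector driving the NGFI-A reporter; 0% = median of COUP-TF2 test wells and 100% = reporter-only cells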
EBV LMP1 NFkB – reduces LMP1-driven NF-kappaB luciferase signal. inhibition, % at 12.5 µM. 350,000 compounds, 0.69% hits. LMP1-induced NF-kappaB luciferase reporter cells, luminescence; in the data active = inhibition above about 41%;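 also: 0% = neutral control wells and 100% = reference inhibitor control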
MC4R antag cAMP – human MC4R antagonism in cAMP assay; MC4R-expressing cells, MTII-stimulated cAMP, LANCE TR-FRET; inhibition, % at 6.5 µM; 360,000 compounds, 0.48% hits; AID 540295;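 active = inhibition above its plate's cutoff, the mean of tested wells on that plate plus 3 SD, cut at about 29% in these data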;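 also: 0% = Melanotan II alone and 100% = Melanotan II plus saturating MCL0020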
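System: U2OS-MC4R stable cell line; Technique: Eu-cAMP/anti-cAMP TR-FRET, emission 671 nm; Repeats: single well per compound; Also added: Melanotan II; Dosing: one concentration, 6.5 µM nominal; Schedule: 30-min compound, 1-h challenge, 1-h detection, room temperature.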
LRH-1 inv ag – inverse agonists of human LRH-1 (NR5A2); O00482; HEK293T StAR-luciferase reporter, LRH-1 transfected, 24 h; inhibition, % at 3.6 µM; 360,000 compounds, 0.13% hits; AID 602396;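 active = inhibition above the mean inhibition of all tested compounds plus 3 SD, cut at about 73% in these data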;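 also: 0% = DMSO wells and 100% = reporter-only cells lacking LRH-1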
NCOA1 inh – inhibits human SRC1 coactivator | Q15788 | HEK293 GAL4-SRC1 luciferase reporter, luminescence | inhibition, % at 3.6 µM | 360,000 compounds, 0.12% hits | AID 588354;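 active = inhibition above the campaign mean plus 3 SD, with each screening campaign given its own cutoff, cut at about 60% in these data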;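 also: 0% = DMSO treated cells and 100% = gossypol at 36 µM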
NCOA2 inhibitor – human SRC2 (NCOA2) inhibition | HEK293 GAL4-SRC2 luciferase reporter, luminescence | 370,000 compounds, 0.17% hits | Q15596 | AID 651957 | inhibition, % at 9 µM;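 active = inhibition above the mean inhibition of all tested compounds plus 3 SD, set per campaign, cut at about 52% in these data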;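 also: 0% = DMSO treated cells and 100% = cells given Gossypol at 36 µM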
SRC3 inh – inhibitors of human steroid receptor coactivator 3 (SRC3). HEK293 GAL4-SRC3 luciferase reporter, luminescence. inhibition, % at 3.6 µM. AID 588352. 360,000 compounds, 0.17% hits;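 active = inhibition above a per-campaign cutoff, the mean of all compounds plus 3 SD, cut at about 60% in these data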;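 also: 0% = DMSO-treated cells and 100% = gossypol-treated cells at 36 µM; higher means less SRC3-driven luciferase light from the GAL4 reporter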
ABHD5-PLIN5 inh – ABHD5-PLIN5 protein interaction inhibition | inhibition, % at 4 µM | 360,000 compounds, 0.78% hits | AID 602281 | Q00G26+Q8WTS1 | Split G. princeps luciferase complementation, luminescence, 4 h;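 active = inhibition above the mean inhibition across every tested compound plus 3 SD, cut at about 22% in these data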;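 also: 0% = DMSO only wells and the 100% control is not disclosed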
NOD2-RIPK2 inh – NOD2-RIPK2 protein interaction inhibition; O43353; CHO BLA complementation NOD2-RIPK2, CCF4 ratio; inhibition, % at 4.98 µM; 360,000 compounds, 0.38% hits; AID 624267; in the data active = inhibition above about 21%;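 also: 0% = vehicle only and 100% = reference blocker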
Target sequence (O43353 whole entry, looked up): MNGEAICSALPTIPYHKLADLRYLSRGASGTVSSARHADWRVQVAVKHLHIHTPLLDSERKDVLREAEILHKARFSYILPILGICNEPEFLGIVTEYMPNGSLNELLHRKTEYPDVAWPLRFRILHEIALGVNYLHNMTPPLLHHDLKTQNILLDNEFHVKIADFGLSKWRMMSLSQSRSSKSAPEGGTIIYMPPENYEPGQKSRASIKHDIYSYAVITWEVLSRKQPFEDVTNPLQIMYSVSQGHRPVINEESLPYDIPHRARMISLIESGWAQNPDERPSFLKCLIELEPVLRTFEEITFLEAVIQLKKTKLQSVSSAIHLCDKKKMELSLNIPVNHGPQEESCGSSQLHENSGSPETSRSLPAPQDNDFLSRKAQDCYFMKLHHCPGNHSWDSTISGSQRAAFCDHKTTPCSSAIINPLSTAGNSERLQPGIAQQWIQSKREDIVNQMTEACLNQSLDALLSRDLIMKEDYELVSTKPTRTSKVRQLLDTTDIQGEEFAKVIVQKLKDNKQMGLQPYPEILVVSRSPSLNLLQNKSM
* hit, by the source's call; nt = no result given. Only part of the results is shown. The share of hits here may be higher or lower than overall.

SMILES	TLR9-MyD88 block	MC4R barr agon	COUP-TFII inh	EBV LMP1 NFkB	MC4R antag cAMP	LRH-1 inv ag	NCOA1 inh	NCOA2 inhibitor	SRC3 inh	ABHD5-PLIN5 inh	NOD2-RIPK2 inh
COc1cc(OC)c(NC(=O)C2CCN(S(=O)(=O)c3ccc4c(c3)CC(C)N4C(C)=O)CC2)cc1Cl (configuration not stated)	10.5	-0.2	0.7	4.1	8.4	9.8	4.2	-26.4	12.1	8.7	-7.5
CCCCCNC(=O)C(c1ccccc1F)n1c(=O)c(-c2ccco2)nc2ccccc21 (configuration not stated)	nt	nt	-9.8	nt	nt	-4.7	nt	-25.4	nt	95.7*	2.0
CCCN1CCN(CCCNC(=O)CN2C(=O)c3cccnc3Oc3ccc(Cl)cc32)CC1	-10.4	-4.1	-12.9	-9.3	0.0	10.1	-0.9	16.3	22.0	-2.4	-1.3
Cc1ccc(S(=O)(=O)N2CCC(C(=O)N3Cc4ccccc4C3)CC2)cc1	-2.7	2.7	-8.4	4.0	8.4	4.8	8.5	-13.1	4.4	1.1	-1.6
c1ccc(C2Nc3cccc4cccc(c34)N2)cc1	-3.2	-1.8	22.9	9.4	-6.4	17.1	2.0	13.3	-12.5	-2.2	-5.0
COc1ccc(/C(C)=N/OCC(=O)N=Nc2c(O)[nH]c3ccc(Br)cc23)cc1	-4.2	0.9	9.8	7.6	2.1	-3.3	-2.6	-8.9	7.1	-5.2	10.3
CCOC(=O)c1ccccc1NS(=O)(=O)c1ccc(C)cc1	4.5	-1.6	-7.1	-11.9	0.3	-2.7	-17.2	-3.6	1.2	-6.8	0.6
Cc1ccc(OCCn2cc(Br)c(=O)[nH]c2=O)cc1	11.7	-1.7	15.4	-2.6	-5.8	0.8	-16.2	-10.4	0.7	1.7	3.3
Cc1ccc(OC(C)C(=O)Nc2ccccc2C(=O)N2CCOCC2)cc1 (configuration not stated)	3.1	-3.9	21.3	1.7	-6.1	0.8	-9.1	-13.3	12.3	-3.3	-11.0
CC1=C(C(=O)OC(C)(C)C)C(c2cccs2)NC(=O)N1 (configuration not stated)	-9.5	-2.0	4.0	4.2	2.8	-16.8	-6.4	4.7	-2.3	3.9	-5.0
CCOc1cc(N2CCOCC2)c(OCC)cc1NC(=O)c1ccc(C)cc1	-1.4	0.1	24.1	14.3	21.1	7.8	-12.9	15.6	17.5	-2.9	-3.7
COC(=O)c1cccc(S(=O)(=O)N2CCC(NC(=O)Nc3cccc(F)c3)CC2)c1	-6.5	-1.1	-9.2	15.4	-2.2	8.2	17.2	0.0	19.6	-9.6	0.1
CCSc1nc2ccccc2n1CC(=O)N1CCCCC1	0.3	-1.4	1.4	2.1	4.8	14.9	-0.6	-3.4	7.4	-3.7	-0.2
CCCCN(C)CCN1C(=O)C2C(C(=O)Nc3ccc(C)cc3)C3C=CC2(O3)C1C(=O)NC1CCCCC1 (configuration not stated)	-0.3	1.1	2.6	1.7	11.0	1.3	-16.5	3.2	-1.6	9.0	-3.3
CC1=C(C(=O)OCc2ccccc2)C(c2ccc(C(C)(C)C)cc2)NC(=O)N1CCCCCC(=O)O (configuration not stated)	2.3	-0.6	10.5	-0.8	-0.8	15.4	-3.7	11.2	7.4	7.7	-3.1
O=C1C2C3C=CC(C3)C2C(=O)N1Nc1c(Cl)cc(Cl)cc1Cl (configuration not stated)	-4.8	0.8	-3.6	0.8	9.2	-14.0	-13.2	9.1	9.5	-0.1	-0.5
O=C(COC(=O)c1cccc(O)c1)c1ccccc1	8.1	-0.9	-40.2	2.2	-2.6	-32.4	-34.5	-47.0	-12.9	6.8	-10.9
CCOC(=O)c1ccc(OCC(=O)c2ccc(O)cc2O)cc1	3.6	0.3	-13.4	-4.0	12.5	-58.4	-25.1	-32.2	-34.0	2.2	1.1
Cc1cccc(-c2nc(Nc3ccc(N4CCOCC4)cc3)c3ccccc3n2)c1	1.2	-0.2	6.6	-22.5	9.3	27.6	3.6	5.1	4.5	6.2	-0.4
CC(C)C[C@H]1CN(CCCC[C@H]2CNC(=O)C(=O)N2CCc2ccc(O)cc2)C(=O)C(=O)N1CCC1CCCCC1	nt	nt	-2.9	nt	nt	-7.2	nt	9.3	nt	-4.7	-7.8
COCC(=O)Nc1ccc(N2CCN(c3ccccc3)CC2)c(F)c1	3.6	-2.6	-2.8	-3.0	5.1	23.2	-3.0	-18.6	-0.5	-6.0	-6.9
Cc1sc2nc(C3CC3)nc(SCC(=O)N3CCc4ccccc4C3)c2c1C	-8.0	1.5	1.4	-5.3	11.0	7.5	5.8	14.2	-1.8	-3.8	1.6
CCCCNc1nccnc1-c1cccc(C=O)c1	nt	0.6	7.1	nt	8.9	7.3	2.7	-15.2	-5.5	-1.5	-1.9
O=S(=O)(CS(=O)(=O)Oc1ccccc1)Oc1ccccc1	3.0	-2.0	7.7	0.7	3.2	3.0	-20.1	4.2	-25.8	-3.2	-6.5
O=C(NC1CCCCC1)C(c1ccncc1)N(Cc1ccc(F)cc1)C(=O)c1ccccn1 (configuration not stated)	-4.0	-0.8	7.8	0.2	13.3	-0.3	-1.5	-17.6	-9.3	1.4	5.2

Some of the entries so far, with the structure last.
TLR9-MyD88 block	MC4R barr agon	COUP-TFII inh	EBV LMP1 NFkB	MC4R antag cAMP	LRH-1 inv ag	NCOA1 inh	NCOA2 inhibitor	SRC3 inh	ABHD5-PLIN5 inh	NOD2-RIPK2 inh	Compound
10.5	-0.2	0.7	4.1	8.4	9.8	4.2	-26.4	12.1	8.7	-7.5	COc1cc(OC)c(NC(=O)C2CCN(S(=O)(=O)c3ccc4c(c3)CC(C)N4C(C)=O)CC2)cc1Cl (configuration not stated)
nt	nt	-9.8	nt	nt	-4.7	nt	-25.4	nt	95.7*	2.0	CCCCCNC(=O)C(c1ccccc1F)n1c(=O)c(-c2ccco2)nc2ccccc21 (configuration not stated)
-10.4	-4.1	-12.9	-9.3	0.0	10.1	-0.9	16.3	22.0	-2.4	-1.3	CCCN1CCN(CCCNC(=O)CN2C(=O)c3cccnc3Oc3ccc(Cl)cc32)CC1
-2.7	2.7	-8.4	4.0	8.4	4.8	8.5	-13.1	4.4	1.1	-1.6	Cc1ccc(S(=O)(=O)N2CCC(C(=O)N3Cc4ccccc4C3)CC2)cc1
-3.2	-1.8	22.9	9.4	-6.4	17.1	2.0	13.3	-12.5	-2.2	-5.0	c1ccc(C2Nc3cccc4cccc(c34)N2)cc1
-4.2	0.9	9.8	7.6	2.1	-3.3	-2.6	-8.9	7.1	-5.2	10.3	COc1ccc(/C(C)=N/OCC(=O)N=Nc2c(O)[nH]c3ccc(Br)cc23)cc1
4.5	-1.6	-7.1	-11.9	0.3	-2.7	-17.2	-3.6	1.2	-6.8	0.6	CCOC(=O)c1ccccc1NS(=O)(=O)c1ccc(C)cc1
11.7	-1.7	15.4	-2.6	-5.8	0.8	-16.2	-10.4	0.7	1.7	3.3	Cc1ccc(OCCn2cc(Br)c(=O)[nH]c2=O)cc1

Remaining list, next part
SMILES	TLR9-MyD88 block	MC4R barr agon	COUP-TFII inh	EBV LMP1 NFkB	MC4R antag cAMP	LRH-1 inv ag	NCOA1 inh	NCOA2 inhibitor	SRC3 inh	ABHD5-PLIN5 inh	NOD2-RIPK2 inh
CCOc1ccc(C2=Nn3c(CC)nnc3SC2)cc1	3.8	-1.6	7.8	0.6	2.2	8.5	2.0	-13.8	2.3	-2.1	-4.2
O=C1c2ccccc2C(O)(Cc2ccccc2)N1CCCN1CCOCC1 (configuration not stated)	1.5	-0.8	-0.8	13.1	6.2	14.9	-10.0	-5.0	5.6	2.9	5.7
O=Cc1ccc(OCC(=O)N2CCOCC2)cc1	-3.2	0.8	-0.9	-2.4	14.8	7.5	-0.1	-15.7	7.1	-1.6	-3.5
CCCCCCSc1ccc([C@H]2N[C@@](Cc3ccccc3)(C(=O)OC)[C@H]3C(=O)N(C)C(=O)[C@@H]23)cc1OC	-8.8	1.1	0.1	7.5	3.7	-1.9	-5.9	6.3	0.0	-2.8	-1.9
O=Nc1c(O)[nH]c2ccc(Cl)c(Cl)c12	17.4	-0.9	-4.7	8.4	-6.2	10.2	-16.1	-9.9	4.4	-8.1	28.4*
COc1ccccc1C(=O)NC1CCN(C(=O)Nc2ccc(F)cc2)CC1	12.4	-0.2	-9.4	6.0	0.1	5.2	2.9	-1.7	-14.6	-8.9	2.2
CC(NC(=O)Nc1nnc(C(F)(F)F)s1)N1C(=O)C2C3C=CC(C3)C2C1=O (configuration not stated)	-6.7	-1.9	3.7	-4.3	4.7	10.3	-19.5	13.7	2.3	-1.9	-2.2
O=C(Nc1cccc([N+](=O)[O-])c1)N1CCCc2ccccc21	-3.3	-4.1	-7.3	5.4	1.0	-8.0	3.3	-38.5	-1.4	1.2	1.1
Cc1cccc(Cc2cnc(N3C(=N)SC(C)C3=O)s2)c1 (configuration not stated)	0.0	-1.9	0.4	0.7	-3.8	17.6	-17.3	-19.2	9.0	-3.6	-7.2
COC(=O)C1CCN(S(=O)(=O)CCNC(=O)c2ccc(F)cc2)CC1	-3.3	-5.0	3.7	3.5	14.9	-3.0	-23.1	11.6	7.2	6.2	-2.2
CCCCNC(=O)C1(C)CCC(=O)N1CCc1c[nH]c2ccccc12 (configuration not stated)	nt	nt	14.6	nt	nt	2.4	13.3	-3.4	4.8	-1.1	4.5
O=C(COC(=O)C1c2ccccc2Oc2ccccc21)NC1CCS(=O)(=O)C1 (configuration not stated)	6.3	-1.3	-0.6	1.8	4.2	-8.4	5.6	-14.5	16.9	2.1	1.5
CCOc1ccc(NC(=O)c2ccc(N3CC4CC(C3)c3cccc(=O)n3C4)c(NC(=O)c3cccnc3)c2)cc1 (configuration not stated)	5.1	-1.2	10.4	60.6*	-3.6	-0.5	-6.8	10.9	3.2	0.7	0.4
C=CCN=C(C)C1=C(O)CCC1=O	-1.2	-0.7	-2.2	-0.9	9.9	9.7	-7.4	5.3	-8.2	1.2	-8.5
